# TRHR enhancer: allosteric enhancers of human TRH receptor; actives 0.66% (n = 360,000); P34981; enhancement, % at 2 µM; TRHR cells, fluo-8 calcium fluorescence, EC20 TRH enhancement; in the data active means enhancement above about 30%; further: 0% is about no effect
# Target sequence (P34981 whole entry, looked up): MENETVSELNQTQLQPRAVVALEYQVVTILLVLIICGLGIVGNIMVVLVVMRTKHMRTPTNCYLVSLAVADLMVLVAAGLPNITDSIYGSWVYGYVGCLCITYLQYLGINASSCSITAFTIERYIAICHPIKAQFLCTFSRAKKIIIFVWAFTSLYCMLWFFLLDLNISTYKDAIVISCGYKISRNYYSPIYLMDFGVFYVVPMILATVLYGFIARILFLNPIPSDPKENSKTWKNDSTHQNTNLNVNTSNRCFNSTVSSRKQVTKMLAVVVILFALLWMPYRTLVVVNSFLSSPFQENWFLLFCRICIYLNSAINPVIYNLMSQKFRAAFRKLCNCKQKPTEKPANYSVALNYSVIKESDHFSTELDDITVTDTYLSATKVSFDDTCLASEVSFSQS
#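 TRHR-expressing cells loaded with fluo-8 calcium dye were read kinetically (ex 480/em 530) during compound addition, then stimulated with an EC20 of TRH (10 nM final). Enhancement of the Gq-mediated intracellular calcium response was scored.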
# D1 PAM: potentiators of human D1 dopamine receptor; P21728; HEK293 TREx D1 cells, calcium flux, dopamine EC20 potentiation; potentiation, % at 10 µM; actives 0.036% (n = 360,000); AID 504651; in the data active means potentiation above about 30%; further: 0% is about no effect
# Target sequence (P21728 whole entry, looked up): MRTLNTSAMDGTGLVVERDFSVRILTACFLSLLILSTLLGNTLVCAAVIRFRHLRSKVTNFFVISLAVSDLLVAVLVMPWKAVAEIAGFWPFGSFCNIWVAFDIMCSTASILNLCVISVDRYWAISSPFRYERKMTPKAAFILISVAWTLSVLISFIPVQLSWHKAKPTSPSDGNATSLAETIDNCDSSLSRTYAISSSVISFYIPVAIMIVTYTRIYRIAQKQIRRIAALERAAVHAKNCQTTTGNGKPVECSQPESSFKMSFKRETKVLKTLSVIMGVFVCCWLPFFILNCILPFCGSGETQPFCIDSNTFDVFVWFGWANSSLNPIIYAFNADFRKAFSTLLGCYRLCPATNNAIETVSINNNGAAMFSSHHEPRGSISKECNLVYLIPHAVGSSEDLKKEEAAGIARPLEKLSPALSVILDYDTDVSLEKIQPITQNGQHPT
# D1 ag: agonists of human D1 dopamine receptor | AID 504660 | HEK293 T-REx D1 cells, calcium flux, agonist mode | actives 1% (n = 360,000) | P21728 | activation, % at 2 µM; in the data active means activation above about 30%; further: 0% is about no effect
#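 Inducible HEK293 T-REx D1 cells, force-coupled to calcium signalling, were plated at 4000 cells/well with tetracycline and held overnight at 30 C. After no-wash calcium dye loading, compound-evoked calcium rise over 180 s flagged agonists.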
# RXFP1 ag: RXFP1 (human) receptor agonism; actives 0.3% (n = 370,000); HEK293T-RXFP1 cAMP TR-FRET, 30 min; response scale: percent of porcine relaxin response, buffer zero; Q9HBX9; Potency, µM (doses to about 57.5 µM), for the others: at the top dose activation, most hits filed as activators; further: potency means the concentration at half of the fitted maximal effect; on the % scale 0 is the no-effect control and ±100 the full control effect; nearly all actives have a fitted effect of over 60% in size; many of its hits are not listed in these tables
#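 HEK293T cells stably expressing RXFP1 were pretreated with the PDE4 inhibitor Ro 20174, exposed to compounds for 30 min at 37C, lysed, and cAMP was read by TR-FRET. Data normalized to buffer (basal) and 29 nM porcine relaxin (100%).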
# TRHR ag: TRH receptor (human) agonism; AID 493084; P34981; activation, % at 2 µM; actives 0.18% (n = 360,000); TRHR cells, calcium flux fluo-8, FDSS agonist mode; in the data active means activation above about 30%; further: 0% is about no effect
#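 Fluo-8-loaded TRHR cells; 10 s baseline, compound added, kinetic Ca2+ fluorescence read 1/s, agonist mode.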
# Apoferritin bind: binds horse apoferritin like a general anesthetic; apoferritin/1-aminoanthracene competitive binding, fluorescence; Potency, µM (highest dose often 77.5 µM), for the others: at the highest dose activity change, negative = displacement, actives largely listed as inhibitors; actives 0.074% (n = 350,000); further: potency means the concentration at half of the fitted maximal effect; on the % scale 0 is the no-effect control and ±100 the full control effect; nearly all actives have a fitted effect of over 20% in size
# Target sequence (P02791 2-175 limits assumed): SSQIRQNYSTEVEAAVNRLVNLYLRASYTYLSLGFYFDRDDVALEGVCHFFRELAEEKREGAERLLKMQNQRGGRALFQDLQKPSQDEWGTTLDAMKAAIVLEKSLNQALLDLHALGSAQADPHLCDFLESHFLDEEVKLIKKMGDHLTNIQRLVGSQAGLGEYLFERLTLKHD
#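 Horse-spleen apoferritin (10 uM) was mixed with 50% saturated 1-aminoanthracene in PBS, exposed to compounds for 10 min at room temperature, and read for fluorescence (ex 380 nm, em 535 nm). Competitive displacement was fitted with a four-parameter Hill equation.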
# D2 potentiator: positively modulates the human D2 dopamine receptor allosterically; P14416; HEK293 T-REx D2, calcium flux, EC20 dopamine potentiation; potentiation, % at 10 µM; actives 0.34% (n = 340,000); AID 485347;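 active means potentiation over 3 SD above the plate norm, cut at about 30% in these data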; further: 0% is about no effect
#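 Cells plated with tetracycline inducer and held overnight at 30 C; calcium dye loaded 30–90 min at room temperature; baseline taken, compound added and read 180 s; EC20 dopamine then added and read 180 s.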
# D1 antagonist: human D1 dopamine receptor antagonism. HEK293 TREx D1 cells, calcium flux, dopamine EC80; stronger effect = lower value. activity change, negative = inhibition, % at 10 µM. actives 3.2% (n = 360,000). AID 504652; in the data active means activity change below about -30%; further: on the % scale 0 is the no-effect control and ±100 the full control effect
#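 Tetracycline-induced HEK293 Trex D1 cells, force-coupled to calcium, dye-loaded; compounds added and read 180 s, then EC80 dopamine added and calcium flux tracked kinetically another 180 s.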
# RXFP1 antag: antagonists of human relaxin receptor RXFP1; HEK293-RXFP1, relaxin-stimulated cAMP HTRF, 30 min; stronger effect = lower value; actives 0.59% (n = 350,000); activity change, negative = inhibition, % at 57.5 µM;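 active means activity change of -60% or lower, but not beyond a set lower limit; inconclusive means change between -60% and -40%, or beyond the set limit; inactive means change above -40%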; further: on the % scale 0 is the no-effect control and ±100 the full control effect
# Starred values were filed as active, the others as inactive; ? = inconclusive; . = no result given; [ ] = remark or other dose. Unless noted, the call rests on the fitted dose curve; in most records, active means well fitted curve in the direction sought with a large enough effect; inconclusive means small, poorly fitted or top-dose-only effect, or another doubt; inactive means no such curve, though single readings can be large; an effect the other way counts as inactive or inconclusive. Some of the compounds tested (hit frequency here may not be typical).
# The first five compounds, ahead of the listing:
SMILES,TRHR enhancer,D1 PAM,D1 ag,RXFP1 ag,TRHR ag,Apoferritin bind,D2 potentiator,D1 antagonist,RXFP1 antag
CCc1ccccc1NC(=O)c1ccc2c(O)c(S(=O)(=O)c3ccc(OC)cc3)c(=O)[nH]c2c1,-7,-6,4,-2.0%,1.1,-2%,-6,15,22
COc1ccc(-c2nnc(SCC(=O)N3CCN(c4ccccc4)CC3)o2)cc1OC,4,-1,0,5.6%,0.0,-9%,15,-17,12
COc1ccc(S(=O)(=O)NCCOc2ccccc2)cc1F,-1,-1,8,3.2%,-0.4,-7%,.,10,6
COc1ccc(N(CC(=O)N2CCN(C)CC2)S(=O)(=O)c2ccccc2)cc1OC,1,-2,3,0.7%,0.2,-6%,-9,-19,-6
Cc1ccc(C(=O)NNC(=O)c2n[nH]c(=O)c3ccccc23)cc1C,6,6,0,-0.7%,-0.1,.,-8,4,1

# This part in full, from the first entry:
SMILES,TRHR enhancer,D1 PAM,D1 ag,RXFP1 ag,TRHR ag,Apoferritin bind,D2 potentiator,D1 antagonist,RXFP1 antag
CCc1ccccc1NC(=O)c1ccc2c(O)c(S(=O)(=O)c3ccc(OC)cc3)c(=O)[nH]c2c1,-7,-6,4,-2.0%,1.1,-2%,-6,15,22
COc1ccc(-c2nnc(SCC(=O)N3CCN(c4ccccc4)CC3)o2)cc1OC,4,-1,0,5.6%,0.0,-9%,15,-17,12
COc1ccc(S(=O)(=O)NCCOc2ccccc2)cc1F,-1,-1,8,3.2%,-0.4,-7%,.,10,6
COc1ccc(N(CC(=O)N2CCN(C)CC2)S(=O)(=O)c2ccccc2)cc1OC,1,-2,3,0.7%,0.2,-6%,-9,-19,-6
Cc1ccc(C(=O)NNC(=O)c2n[nH]c(=O)c3ccccc23)cc1C,6,6,0,-0.7%,-0.1,.,-8,4,1
Cc1nn(-c2ccccc2)c(Cl)c1C(=O)Nc1nnc(C2CCCCC2)s1,2,-8,3,1.0%,0.7,-13%,11,19,-6
CC1(C)COC2(OC1)C(=O)Nc1ccccc12,5,-3,3,-0.4%,-1.9,-22%,11,-16,1
CC(=O)C1=C(C)NC(=O)NC1c1cc(Br)ccc1OCC(N)=O (stereo unspecified),0,9,1,1.0%,0.8,4%,5,-11,-3
COc1ccc(S(=O)(=O)N2CCC(N3CCCC3)CC2)cc1,-3,-1,3,1.2%,0.3,-1%,12,-9,14
CCNC(=S)N1CC(C)OC(C)C1 (stereo unspecified),1,7,2,-0.3%,0.3,-4%,-6,7,-3
CCOC(=O)C1(Cc2ccccc2)CCN(Cc2ccc(COC)o2)CC1,-6,2,7,-0.8%,-0.2,-10%,-14,1,-15
O=C(N/C(=C\c1ccccc1)C(=O)N1CCCCC1)c1ccc(Br)o1,-3,-1,5,2.5%,-0.7,-15%,3,-13,-4
Cc1cc(C)cc(-n2ccnc2SCC(=O)Nc2nc3ccccc3s2)c1,3,-3,2,-0.2%,-0.1,60%[activator],-2,-1,.
COCCn1c(C)cc(C(=O)CSc2nc(C)c(C)c(C)n2)c1C,-1,-5,10,0.9%,-0.8,-8%,-4,0,-1
O=C(NCCN1CCOCC1)c1ccc2c(c1)N(Cc1ccccc1F)C(=O)c1ccccc1S2(=O)=O,0,-2,4,1.3%,0.7,-3%,-3,-17,-9
Cc1ccc(-c2cc3nn(-c4ccccc4)c(N)c3c(=O)o2)cc1,-2,-12,1,2.8%,0.0,39%[activator],-12,-6,0
COC(=O)c1cn(-c2ccccc2)c(=O)c2ccccc12,-6,-7,0,2.2%,-0.4,-5%,2,-21,-11
Cc1cc(C)nc(NC2=NCC(=O)N2c2ccccc2)n1,-2,-3,3,0.0%,-1.6,-8%,.,2,1
CC(C)(C)c1cc(C(=O)N2CCc3ccccc3C2)ccn1,-6,-8,4,4.9%,-0.4,2%,-1,-12,-1
NS(=O)(=O)c1ccc(NC(=O)COC(=O)CCC2CCCCC2)cc1,13,3,6,-0.2%,-1.0,-21%,11,-12,.
CCOc1ccc(CN(C(=O)c2oc3cc(C)ccc3c2C)C2CCS(=O)(=O)C2)cc1 (stereo unspecified),-2,-4,8,1.4%,-0.1,4%,13,11,9
COc1ccc(CNC(=O)C2CCCN(c3nc4ccccc4o3)C2)c(OC)c1 (stereo unspecified),-3,2,0,1.4%,-0.9,?,-3,8,7
CC(C)CN(C(=O)CCCSc1nc2ccccc2[nH]1)c1c(N)n(Cc2ccccc2)c(=O)[nH]c1=O,0,-6,2,-0.5%,0.1,.,.,2,-8
O=C(COc1ccc(Cl)cc1)OCc1csc(Nc2ccccc2)n1,14,-11,3,1.8%,0.2,?,14,-29,-12
CCCC(C)NC(=O)CSc1nnc(-c2c[nH]c3ccccc23)o1 (stereo unspecified),12,-4,1,1.3%,-0.9,-20%,13,12,-17
CC(C)OC(=O)c1c(F)c(F)c(N2CCOCC2)c(F)c1F,-1,-7,5,1.8%,0.6,-16%,-16,-7,-18
Cc1ccc(-n2c(=O)c3c(cnn3C)n(CC(=O)Nc3cccc(C)c3)c2=O)cc1,0,3,-1,-1.3%,0.0,-14%,-1,-1,.
O=C(OCC(=O)N1CCN(C(=O)c2ccco2)CC1)c1ccccc1,-1,-1,2,-1.8%,0.4,-2%,-2,0,-2
COc1ccc(NC(=O)C(OC)c2ccccc2)cc1Cl (stereo unspecified),-3,-3,8,0.5%,-1.1,5%,0,4,-6
O=C(/C=C/c1ccc(F)cc1)NCc1cccs1,-4,-1,-2,1.9%,-0.4,1%,-4,-28,-6
CCCN(CCC)c1nc(N)nc(-c2cc(Cl)ccc2OC)n1,0,-12,2,-0.4%,-0.2,-23%,9,-75*,-12
Cc1cc(NS(=O)(=O)Cc2ccccc2)cc(C)c1OCC(=O)N1CCOCC1,-6,1,4,-0.1%,1.2,4%,3,1,-3
Cc1ccc(-n2nnnc2CNC(=O)C(C)(C)C)cc1C,-3,-3,4,7.7%,-0.1,5%,5,8,2
Cc1ccccc1OCCC(=O)N(Cc1ccccc1)c1c(N)n(Cc2ccccc2)c(=O)[nH]c1=O,-1,4,4,0.1%,-1.0,0%,-1,32,-14
Cc1ccc2c(cnn2C(=O)CCCC(=O)NCc2ccc(Cl)cc2)c1,6,-20,4,3.7%,-0.5,-13%,4,0,4
COc1ccc(N2C(=O)CC(Nc3ccc(F)cc3)C2=O)c([N+](=O)[O-])c1 (stereo unspecified),-3,-1,0,1.3%,0.0,-13%,2,.,-5
COc1cccc(-c2nnc(NC(=O)c3ccc(S(=O)(=O)N4CC(C)OC(C)C4)cc3)o2)c1 (stereo unspecified),4,20,1,-0.2%,-0.5,-13%,3,-3,16
Cc1ccccc1Cn1cc(NS(=O)(=O)c2cn(C)nc2C)cn1,14,-3,2,-0.9%,-0.4,-5%,11,-5,-5
O=C(CN(Cc1ccc(F)cc1)S(=O)(=O)c1ccccc1)N1CCCCC1,-1,4,1,-0.2%,-0.6,-18%,8,-1,-11
O=C(CSc1ccccc1)NN1C(=O)c2ccccc2C1=O,1,2,1,4.3%,-0.7,?,3,2,-1
Cc1ccc(SCc2cc(=O)[nH]c(Nc3nc(C)c4ccccc4n3)n2)cc1,2,0,0,3.7%,-0.9,-11%,-1,-11,.
C=CCNC(=S)N/N=C(\C)c1ccc(OC)cc1,1,-4,2,0.0%,0.5,-2%,9,3,1
COc1ccc(-c2nc(C#N)c(NCCCN(C)C)o2)cc1OC,-2,-6,-4,2.2%,-1.0,-1%,-5,-10,-7
O=C(CC(=O)N/N=C/c1ccc(C(=O)O)cc1)NCCc1ccccc1,3,-1,3,-0.1%,-0.3,-13%,-5,2,6
Cc1ccc(NC(=O)CCc2nc(-c3ccccc3F)no2)c(C)c1,6,3,5,-1.4%,-0.6,9%,-1,-12,.
O=C(NC(=S)NNC(=O)c1ccco1)c1ccc(Br)cc1,-5,-3,47*,-1.5%,1.1,-3%,-8,5,9
CC(C)CCNC(=O)Cn1c(=O)oc2cc(S(=O)(=O)N3CCc4ccccc43)ccc21,-4,-4,7,2.5%,0.5,-11%,.,-24,.
O=C(O)C1CCCCC1C(=O)Nc1nc(-c2cccs2)cs1 (stereo unspecified),-2,1,0,2.0%,0.4,-7%,-7,26,-5
O=C1C2C3C=CC(C2C(=O)N1c1cccc(O)c1)C1C2C(=O)N(c4cccc(O)c4)C(=O)C2C31 (stereo unspecified),17,13,2,-2.8%,0.4,0%,7,10,8
COc1ccc(OC(=O)CCN2C(=O)C3C4C=CC(C4)C3C2=O)cc1 (stereo unspecified),-6,-6,0,1.5%,-0.3,-5%,-3,-1,-1
COc1cc(C2CC(=O)Nc3cc4c(cc32)OCO4)cc(OC)c1O (stereo unspecified),2,1,0,-3.2%,0.6,-2%,-4,-3,.
Cc1nonc1CN(C)C(=O)c1ccc(OC2CCN(C(=O)c3cccnc3)CC2)cc1,12,-2,0,1.5%,0.7,-8%,5,-8,2
COc1ccc(N(C(=O)c2cnccn2)C(C(=O)NCc2ccccc2)c2ccc(O)cc2)cc1 (stereo unspecified),3,-6,0,0.2%,0.3,-14%,.,7,4
O=C(NCc1cccnc1)c1noc2c1CCCCC2,5,-3,1,0.5%,0.0,-11%,.,-1,6
Cc1cc(C)c2nc(N3CCN(C)CC3)c(C#N)cc2c1,-1,-8,3,3.2%,-0.4,-10%,12,2,-6
COc1ccc(/C=C2\Sc3ccc(C(=O)N4CCN(Cc5ccccc5)CC4)cc3N(C)C2=O)cc1OC,3,-8,4,-2.2%,0.4,44%[activator],6,-14,9
NS(=O)(=O)c1cc(C(=O)N2CCNC(=O)C2)ccc1Cl,-9,.,8,-3.8%,-1.5,5%,4,11,-5
Cc1ccc(-c2n[nH]c(=S)n2/N=C/c2c(C)nn(-c3ccccc3)c2C)cc1,7,-2,2,6.6%,-0.7,-10%,-5,-11,0
COc1cccc(C(=O)N(c2ccc(C)cc2)C2C=CS(=O)(=O)C2)c1 (stereo unspecified),4,-5,3,-0.2%,0.7,-2%,3,-3,9
CC(=O)NCc1ccc(S(=O)(=O)N/N=C/c2ccccc2)cc1,-2,7,1,-0.4%,-0.3,-3%,-8,9,-26
CC(C)N(Cc1ccccc1)S(=O)(=O)c1ccc(Cl)nc1,-7,-8,0,1.1%,0.5,.,10,-41*,15
CCOC(=O)c1c(C)[nH]c(C)c1S(=O)(=O)NCC(=O)Nc1cccc(C(F)(F)F)c1,0,1,5,-0.2%,-0.4,8%,-11,-40*,.
CN(C)/C=C1\C(=O)NN=C1C(F)(F)F,-2,1,5,-1.2%,-1.0,-1%,17,-12,-18
